Growth percent in the NCI-60 one-dose screen (48 h, 10 µM unless noted): 100 = growth as untreated, 0 = no growth, -100 = all killed.
NCI-H522 = NCI-H522 lung cancer. hit rate 8% among 78,000. AID 1794739
NCI-H460 = NCI-H460 lung cancer | hit rate 6.8% among 82,000
NCI-H23 = NCI-H23 lung cancer. hit rate 4% among 80,000. AID 1794731
NCI/ADR-RES = NCI/ADR-RES ovarian cells; hit rate 4.4% among 81,000; AID 1794790
NCI-H322M = NCI-H322M lung cancer; hit rate 2.7% among 80,000; AID 1794733
COLO 205 = COLO 205 colon cancer. hit rate 7.3% among 79,000
HCT-15 = HCT-15 colon cancer; hit rate 5.2% among 82,000
HCT-116 = HCT-116 colon cancer; hit rate 7.3% among 82,000; AID 1794798
NCI-H226 = NCI-H226 lung cancer; hit rate 3.5% among 79,000
* hit, by the source's call; / = not tested or not shown. How the source made its calls: active means growth percent below 10; inactive means the rest. Compounds as they come. Share with any hit: about 13%.

SMILES | NCI-H522 | NCI-H460 | NCI-H23 | NCI/ADR-RES | NCI-H322M | COLO 205 | HCT-15 | HCT-116 | NCI-H226
COc1ccc(-c2nc3ncccn3c2-c2nnc(-c3ccc(OC)c(OC)c3)o2)cc1 | 75.4 | 87.1 | 86.2 | 78.3 | 91.2 | 106.0 | 81.3 | 92.1 | 90.6
O=C(Nc1sc2c(c1C(=O)O)CCCC2)c1ccc(F)cc1 | / | 102.5 | 111.7 | 103.2 | 95.0 | 126.5 | 110.0 | 106.6 | 102.6
CC1CSC(=C(C#N)C#N)S1 (stereo not given) | 76.6 | 111.9 | 101.0 | 94.9 | 119.6 | 107.8 | 103.0 | 101.3 | 119.4
COc1ccc(C2C3=C(COC3=O)N(CCO)c3cc4c(cc32)OCO4)cc1OC (stereo not given) | 66.2 | 95.8 | 73.6 | 94.7 | 104.5 | 83.6 | 77.0 | 68.6 | 115.4
O=C(Sc1ccc2ccccc2c1CN1CCCCC1)c1ccc([N+](=O)[O-])cc1 | 73.1 | 96.2 | 79.0 | 95.3 | 94.2 | 96.4 | 88.3 | 87.2 | 81.4
O=C(O)c1cc(N=Nc2ccc(N=Nc3c(Nc4ccccc4)ccc4cc(S(=O)(=O)O)cc(O)c34)cc2)ccc1O | 94.6 | / | 96.7 | 102.0 | 102.5 | 110.5 | 104.0 | 108.9 | 98.4
O=c1oc2ccc(Br)cc2cc1-c1cs/c(=N/N=C\c2ccc(Cl)cc2)n1/N=C/c1ccc(Cl)cc1 | 70.0 | 102.3 | 91.4 | 102.9 | 96.1 | 103.1 | 103.8 | 107.2 | 106.4
Clc1cccc(CSc2ncnc3nc[nH]c23)c1 | 84.8 | 100.2 | 100.2 | 102.2 | 96.8 | 101.1 | 93.3 | 101.2 | 94.4
CCOC(=O)C(C)(C)C(=O)OCC | / | 108.6 | 118.1 | 111.7 | 96.6 | 114.3 | 101.7 | 103.4 | 94.3
CC(C)Cc1ccc(C(C)C(=O)NCc2ccc(Cn3c(=O)sn(-c4ccccc4)c3=O)cc2)cc1 (stereo not given) | 89.3 | 102.9 | 93.5 | 103.9 | 96.9 | / | 106.8 | 80.9 | 86.4
CC(C)CCC[C@@H](C)[C@H]1CC[C@H]2[C@@H]3CC[C@H]4C[C@@H](CCC=C(c5cc(Cl)c(O)c(C(=O)O)c5)c5cc(Cl)c(O)c(C(=O)O)c5)CC[C@]4(C)[C@H]3CC[C@]12C | 90.4 | 117.8 | 107.0 | 110.7 | 109.8 | 110.9 | 64.7 | 123.0 | 108.0
CCOC(=O)c1sc(NC(=O)c2ccc(O)cc2)nc1C | 43.6 | 84.3 | 57.5 | 60.7 | 82.6 | 60.2 | 64.3 | 54.0 | 49.6
C/C(=N/O)c1ccc(NC(=O)CSc2nnc(-c3cc(-c4ccc(Cl)cc4)nc4ccccc34)n2-c2ccccc2)cc1 | 70.2 | 97.8 | 88.4 | 87.4 | 71.4 | 103.3 | 84.2 | 84.9 | 78.8
OCCNc1nc(NCCO)nc(Nc2ccc(C3=NN(c4cc(Cl)cc(Cl)c4)C(c4ccccc4)C3)cc2)n1 (stereo not given) | 48.1 | 23.7 | 50.1 | 57.2 | 57.6 | 34.4 | 27.5 | 33.8 | 96.2
Cc1cc(C)c2c(=O)c(C(N)=O)cn3c2c1C(=O)CC3 | 90.1 | 117.7 | 99.1 | 107.5 | 95.5 | 96.6 | 113.7 | 92.4 | 102.7
c1ccc2c(c1)Nc1ccc3ccccc3c1S2 | 96.2 | 46.8 | 74.6 | 85.2 | 102.0 | 105.3 | 40.3 | 69.8 | 79.8
CC(=O)c1ccccc1NC(=O)C(C)(c1ccccc1)c1ccccc1 | 77.3 | 106.0 | 82.7 | 63.8 | 89.3 | 114.2 | 103.9 | 42.1 | 91.0
CCc1ccc(NC(=O)N[C@@H](Cc2cc(F)cc(F)c2)C(=O)N[C@@H]2C(=O)N3C[C@H](O)C[C@H]3C(=O)N3CCOC[C@H]3C(=O)N[C@@H](C)C(=O)N3C[C@H](C)C[C@H]3C(=O)O[C@H]2C)cc1 | 27.0 | 46.5 | 34.5 | 106.7 | 84.3 | 11.1 | 108.2 | 13.7 | 63.2
N=C(N)c1ccc(-c2ccc(-c3ccc4ccccc4c3)s2)s1 | 15.3 | -70.4* | 5.5* | -42.0* | 26.5 | -40.8* | -82.4* | -70.5* | 92.8
COc1ccc(C(=O)/C=C/c2cc3c(cc2Br)OCO3)cc1S(N)(=O)=O | -46.3* | -0.3* | -31.1* | 13.8 | 6.7* | -69.0* | -40.4* | -98.0* | 13.5
O=C1c2ccccc2C(=O)c2cc(SC(=S)N3CCOCC3)c(Cl)cc21 | 67.2 | 108.1 | 89.5 | 105.9 | / | 116.9 | 96.1 | 89.1 | 96.7
CCCCCCCC/C=C/CCCCCCCC1=NC(C)(C)CN1c1ccccc1 | 65.1 | 102.8 | 89.1 | 98.1 | 116.2 | 97.8 | 80.5 | 62.8 | 99.0
Cn1c(N2CCN(Cc3ccccc3)CC2)nc(-c2ccccc2)c(C#N)c1=O | 91.9 | 105.1 | 93.7 | 98.9 | 104.4 | 114.7 | 116.2 | 92.8 | 96.2
CCOC(=O)c1c(SC)n[nH]c1N | 92.0 | 112.3 | 104.3 | 105.4 | 91.3 | 121.0 | 101.7 | 94.2 | 99.2
CC12CCC(/C(=C/NNc3ccc([N+](=O)[O-])cc3[N+](=O)[O-])C1=O)C2(C)C (stereo not given) | 36.2 | 45.1 | 78.1 | 76.5 | 83.6 | 91.4 | 23.0 | 50.7 | 87.1
Additional structures
SMILES | NCI-H522 | NCI-H460 | NCI-H23 | NCI/ADR-RES | NCI-H322M | COLO 205 | HCT-15 | HCT-116 | NCI-H226
COc1ccc(O)c(CN2CC3CCC(CC3)C2)c1 | 86.2 | 106.6 | 98.5 | 103.2 | 117.1 | 102.0 | 101.3 | 110.0 | 112.6
CNC(=O)c1cccc(Cn2nc(C)c(NC(=O)c3ccc(COc4ccc(C(F)(F)F)cc4C)cc3)c2C)n1 | 40.0 | 50.8 | 43.5 | 33.4 | 88.9 | 37.3 | 49.4 | 24.4 | 44.4
COc1ccc2c(c1)Oc1nc(N)c(C#N)c(N)c1C2Sc1ccc(C)cc1 (stereo not given) | -51.5* | -37.6* | -19.3* | 5.4* | 51.9 | -16.7* | -82.5* | -69.1* | -1.6*
CN1CCN(C(=O)Nc2ccc(Br)cc2)CC1 | 99.5 | 113.8 | 105.0 | 110.6 | 134.8 | 117.2 | 108.0 | 111.8 | 109.0
O=C(O)CC(NC(=O)Cc1ccc(C(F)(F)F)cc1)c1cccc(Cl)c1 (stereo not given) | 98.3 | 102.7 | 96.3 | 99.7 | 97.6 | 115.1 | 102.2 | 101.8 | 94.8
COc1ccc(CN2CCc3c(Sc4ccc(Cl)cc4)nc(N)nc3C2=O)c(OC)c1 | 61.5 | 94.2 | 88.7 | 91.8 | 115.2 | 94.9 | 95.1 | 82.7 | 97.0
CCC(=O)Oc1ccc(/C(=C(\C)c2ccccc2)c2ccc(OCCCN(C)C)cc2)cc1 | 83.5 | 106.8 | 88.0 | 99.2 | 96.6 | 99.9 | 86.9 | 87.0 | 115.2
CCOC(=O)/C(C#N)=C\c1c(-c2cccc(NC(C)=O)c2)[nH]c2ccccc12 | 76.1 | 95.6 | 86.6 | 94.8 | 91.4 | 104.8 | 91.7 | 93.8 | 78.0
CCn1c(=O)c2ncnnc2n(CC)c1=O | 91.3 | 116.0 | 98.4 | 90.0 | 102.8 | 148.4 | 104.1 | 107.4 | 99.4
CC(C)(C)c1ccc(NCc2cn(-c3ccc(C(=O)O)cc3)nc2-c2ccc(C#N)cc2)cc1 | 57.1 | 11.6 | 8.8* | 11.7 | 41.0 | 34.8 | -54.6* | -13.9* | 31.6
Nc1c(C(=O)Nc2cccc3ncccc23)sc2nc3c(cc12)CN(Cc1ccccc1)CC3 | 55.8 | 84.3 | 67.7 | 87.9 | 83.0 | 112.1 | 74.2 | 74.2 | 77.2
COc1ccc(-c2nnc(-c3nc4ccccc4nc3Cl)o2)cc1 | 98.8 | 117.9 | 103.2 | 104.3 | 100.9 | 127.7 | 104.2 | 103.0 | 93.8
O=C1c2ccccc2N2C(=O)CN(Cc3ccccc3)C(=O)C23C=CC1O3 (stereo not given) | 98.3 | 101.5 | 91.2 | 92.7 | 97.3 | 118.5 | 100.6 | 87.6 | 98.0
Cc1ccc(-n2c(-c3cc(-c4cccnc4)n(-c4ccccc4)n3)n[nH]c2=S)cc1 | 96.9 | 105.4 | 91.3 | 95.2 | 92.1 | 120.4 | 105.9 | 101.8 | 105.0
OCc1cc(CN2CCCCC2)c(O)c2ncccc12 | 80.7 | 20.7 | 75.8 | 8.7* | 25.9 | 47.0 | 20.0 | 44.1 | 67.5
Nn1c(N/N=C/c2ccc3[nH]ncc3c2)n[nH]c1=S | 94.2 | 105.6 | 93.7 | 98.5 | 99.4 | 103.6 | 105.1 | 102.6 | 96.7
CCOC(=O)CSC1=Nc2c(c(-c3ccccc3)c(-c3ccccc3)n2C2CCCCC2)C2=NCCN12 | 88.3 | 101.4 | 97.9 | 101.1 | 103.9 | 121.6 | 106.8 | 95.7 | 87.6
NC(=O)c1cc2ccncc2c2ccccc12 | 98.9 | 99.6 | 101.6 | 101.1 | 94.4 | 139.7 | 116.5 | 97.7 | 85.8
CCOC(=O)/C=C1/S/C(=N/NC(=O)COc2cc(=O)n(C)c3ccccc23)N(Cc2ccccc2)C1=O | 75.3 | 102.8 | 99.1 | 98.2 | 93.5 | 106.8 | 99.6 | 97.3 | 86.6
CSSc1ccccc1 | 103.3 | 104.5 | 107.6 | 112.1 | 99.5 | 99.0 | 105.8 | 105.3 | 97.6
Cc1[nH]c(C(=O)Nc2ccc(C(N)=O)cc2N2CCOCC2)c(Cl)c1Cl | 93.1 | 98.9 | 90.6 | 97.3 | 95.8 | 119.7 | 89.4 | 99.4 | 87.4
O=C(OCc1ccccc1)c1ccc2c(c1)NC(=O)[C@@H]1CCCN21 | 67.3 | 107.9 | 100.8 | 101.5 | 94.1 | 122.2 | 104.3 | 99.7 | 103.5
O=C(/C(=C/c1ccc(Cl)cc1)Cc1nc2ccccc2[nH]1)c1nc2ccccc2[nH]1 | 86.6 | 112.3 | 105.8 | 111.9 | 120.6 | 107.2 | 97.7 | 100.9 | 111.4
N=c1c2ccccc2nnn1-c1cccc(C(F)(F)F)c1 | 70.0 | 75.4 | 91.5 | 72.3 | 77.0 | 81.7 | 69.8 | 57.4 | /
CCCCSc1nc(NCCc2c[nH]c3ccccc23)c(C#N)c(-c2ccccc2)n1 | 47.4 | 14.5 | 15.8 | 22.9 | 83.8 | 24.8 | 16.8 | 4.2* | 44.6
Next part.
SMILES | NCI-H522 | NCI-H460 | NCI-H23 | NCI/ADR-RES | NCI-H322M | COLO 205 | HCT-15 | HCT-116 | NCI-H226
O=C1CCC(Nc2ccccn2)N1 (stereo not given) | 81.9 | 102.4 | 107.4 | 103.8 | 102.0 | 108.4 | 106.5 | 98.1 | 98.5
Cc1[nH]c2ccccc2c1C(C[N+](=O)[O-])c1ccccc1Cl (stereo not given) | 75.9 | 99.4 | 94.0 | 98.7 | 92.9 | 109.8 | 91.9 | 92.8 | 83.2
CCn1c(-c2cncc(CO)c2)nnc1N1CC(C)OC(C)(C)C1 (stereo not given) | 99.0 | 100.5 | 103.5 | 103.2 | 93.4 | 107.5 | 101.9 | 103.7 | 102.8
Oc1c(Cl)cc(Cl)cc1-c1ccn[nH]1 | 99.4 | 98.4 | 102.0 | 112.9 | 112.4 | 112.9 | 94.5 | 93.8 | 100.9
O=C1CS/C(=N\c2nc(-c3ccccc3Cl)cc(-c3ccc(Cl)cc3Cl)n2)N1 | 88.6 | 103.4 | 90.0 | 98.1 | 94.9 | 100.0 | 102.0 | 94.4 | 104.1
COc1cc(/C=C2\SC(=S)N(NC(=O)CSc3nnc(Cc4ccccc4Nc4c(Cl)cccc4Cl)n3-c3ccccc3)C2=O)ccc1OCC(C)C | 86.9 | 97.0 | 93.9 | 97.3 | 95.6 | 104.5 | 98.1 | 90.2 | 92.9

Structures above with an aryl methoxy group (8):
SMILES | NCI-H522 | NCI-H460 | NCI-H23 | NCI/ADR-RES | NCI-H322M | COLO 205 | HCT-15 | HCT-116 | NCI-H226
COc1ccc(-c2nc3ncccn3c2-c2nnc(-c3ccc(OC)c(OC)c3)o2)cc1 | 75.4 | 87.1 | 86.2 | 78.3 | 91.2 | 106.0 | 81.3 | 92.1 | 90.6
COc1ccc(C2C3=C(COC3=O)N(CCO)c3cc4c(cc32)OCO4)cc1OC (stereo not given) | 66.2 | 95.8 | 73.6 | 94.7 | 104.5 | 83.6 | 77.0 | 68.6 | 115.4
COc1ccc(C(=O)/C=C/c2cc3c(cc2Br)OCO3)cc1S(N)(=O)=O | -46.3* | -0.3* | -31.1* | 13.8 | 6.7* | -69.0* | -40.4* | -98.0* | 13.5
COc1ccc(O)c(CN2CC3CCC(CC3)C2)c1 | 86.2 | 106.6 | 98.5 | 103.2 | 117.1 | 102.0 | 101.3 | 110.0 | 112.6
COc1ccc2c(c1)Oc1nc(N)c(C#N)c(N)c1C2Sc1ccc(C)cc1 (stereo not given) | -51.5* | -37.6* | -19.3* | 5.4* | 51.9 | -16.7* | -82.5* | -69.1* | -1.6*
COc1ccc(CN2CCc3c(Sc4ccc(Cl)cc4)nc(N)nc3C2=O)c(OC)c1 | 61.5 | 94.2 | 88.7 | 91.8 | 115.2 | 94.9 | 95.1 | 82.7 | 97.0
COc1ccc(-c2nnc(-c3nc4ccccc4nc3Cl)o2)cc1 | 98.8 | 117.9 | 103.2 | 104.3 | 100.9 | 127.7 | 104.2 | 103.0 | 93.8
COc1cc(/C=C2\SC(=S)N(NC(=O)CSc3nnc(Cc4ccccc4Nc4c(Cl)cccc4Cl)n3-c3ccccc3)C2=O)ccc1OCC(C)C | 86.9 | 97.0 | 93.9 | 97.3 | 95.6 | 104.5 | 98.1 | 90.2 | 92.9
